Nrf2 ARE act: activates Nrf2 signaling. AREc32 ARE-luciferase reporter (MCF7-derived line), luminescence, 24 h. Potency, µM (series often up to 46.1 µM), without a hit: at the highest dose activation, hits mostly activators. actives 0.31% (n = 410,000). AID 624171; also: potency is read from the fitted curve at half-maximal effect; % of control where 0% means no effect; nearly all actives have a fitted effect of over 65% in size
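Steps: seed AREc32_Fluc cells (1000/well, 5% FBS OPTI-MEM); incubate overnight at 37 deg C; add 23 nL compound; incubate 24 hr; add Steady-Glo; hold 30 min RT; read luminescence.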
CCT chaperon mod: modulators of cytosolic chaperonin (CCT/TRiC) activity | purified chaperonin ATPase assay, HTRF ADP detection, 30 min | activity change, % (test concentration not listed), hits read low | actives 0.3% (n = 360,000) | AID 651819; in the data active = activity change below about -30%; also: % is scaled to controls: 0 for no effect and ±100 for the full control effect
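TRiC at 40 or 20 nM final (batch-dependent) in 30 mM Tris pH 7.4, 100 mM KCl, 5 mM MgCl2, 1 mM DTT, with compound at single 76 uM and 10 uM ATP, 30 min at 37 deg C. ADP detected by HTRF Transcreener, 665/615 ratio.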
Mm-Cpn inhibitor: inhibitors of Methanococcus maripaludis chaperonin (MmCpn). purified Mm-Cpn ATPase, ADP Transcreener TR-FRET. Potency, µM (highest dose often 76.9 µM), inactives show top-dose activity, negative = inhibition, usual class: inhibitors. actives 0.031% (n = 330,000); also: potency is read from the fitted curve at half-maximal effect; % is scaled to controls: 0 for no effect and ±100 for the full control effect; nearly all actives have a fitted effect of over 80% in size
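Inhibition of chaperonin ATP hydrolysis is measured as reduced ADP production, detected by competitive TR-FRET in which signal falls with ADP. Final enzyme 25 nM and ATP 10 uM, reacted 30 min at 37°C.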
Nrf2 inh: blocks Nrf2 signaling | AID 504444 | Potency, µM (doses to about 46 µM), without a hit: at the highest dose activity change, negative = inhibition, hits mostly inhibitors | actives 2.1% (n = 360,000) | A549 ARE-Fluc reporter, luciferase luminescence, 18-24 h; also: potency is read from the fitted curve at half-maximal effect; % is scaled to controls: 0 for no effect and ±100 for the full control effect; nearly all actives have a fitted effect of over 60% in size
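Concentration-response testing used A549 ARE_Fluc cells at 5000 cells/well. Following an 18-24 h compound incubation, viability was read by fluorescence (Ex 405/Em 525) and luciferase output by luminescence.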
HepG2 tox: HepG2 cytotoxicity, counter-screen for TGF-b inhibitors; actives 0.76% (n = 410,000); HepG2 CAGA-GFP viability, ATP luminescence, 18 h; Potency, µM (series often up to 46.1 µM), without a hit: at the highest dose activity change, negative = cytotoxicity, usual class: cytotoxic; also: potency is read from the fitted curve at half-maximal effect; some results filed as inactive show a strong effect at the top dose
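CellTiter-Glo luminescence gave cytotoxicity after 18 hours at 37 degrees C. The cells were HepG2 CAGA-GFP in 1% FBS DMEM, stimulated with 500 pg/mL TGF-beta after compound addition. %Activity was normalised to no-cell wells (complete cell-killing) and DMSO (no toxicity), and curves were fitted and classified.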
Abeta rescue: restores growth of yeast expressing A-beta42 peptide; yeast expressing A-beta42, growth rescue, OD600, 48 h; response scale: 0% DMSO, 100% iron-clioquinol control; Potency, µM (doses to about 46.1 µM), for the others: at the highest dose growth rescue, actives largely listed as activators; actives 0.063% (n = 410,000); AID 1347071; also: potency is read from the fitted curve at half-maximal effect; nearly all actives have a fitted effect of over 55% in size
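Yeast A-beta toxicity model in growth medium with pinned compounds, 48 h at 30 C; growth read as absorbance at 600 nm. Normalized to FeCl3/clioquinol equimolar mix (positive) and DMSO (negative).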
TGFb inhibitor: TGF-b pathway inhibition; HepG2 CAGA-GFP TGF-b/SMAD3 reporter, GFP fluorescence, 18 h; TGF-beta stimulated, 500 pg/mL final; actives 1.2% (n = 410,000); Potency, µM (top dose mostly 46.1 µM), for the others: at the highest dose activity, negative = inhibition, most hits filed as inhibitors; also: potency is read from the fitted curve at half-maximal effect; % is scaled to controls: 0 for no effect and ±100 for the full control effect; nearly all actives have a fitted effect of over 65% in size
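Inhibition of TGF-beta-driven CAGA-GFP reporter expression in HEPG2 cells is measured by cellular GFP fluorescence after 18 h stimulation with 500 pg/mL recombinant TGF-beta in 1% FBS medium at 37 degrees C.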
Akt phos inh: inhibitors of Akt phosphorylation; Neuro2A IGF-stimulated pAkt S473 HTRF, 20 min; stronger effect = lower value; activity change, % for hits at 50 µM; actives 0.32% (n = 360,000); in the data active = activity change below about -80%; inconclusive = mostly about -51% to -80%; also: % is scaled to controls: 0 for no effect and ±100 for the full control effect
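Single-point screen (50 µM final compound) in Neuro2A cells stimulated 20 min with 6 nM IGF at 37 deg C. After lysis, Ser473-phosphorylated Akt read by HTRF (ex 330 nm, em 615/665 nm) as the 665/615 ratio.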
A549 viability: kills or reduces viability of A549 cells in Nrf2 counter-screen; A549 ARE-Fluc cells, CellTiter-Fluor viability, 18-24 h; Potency, µM (doses to about 46 µM), inactives show top-dose activity change, negative = cytotoxicity, hits mostly inhibitors; actives 0.16% (n = 390,000); also: potency is read from the fitted curve at half-maximal effect; % is scaled to controls: 0 for no effect and ±100 for the full control effect
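A549 ARE-Fluc cells in 5% FBS OPTI-MEM, 5000 cells/well, rested 2 h then exposed to compounds in concentration-response for 18-24 h at 37 °C. Viability by CellTiter-Fluor fluorescence (Ex 405/Em 525) after 30 min; luciferase luminescence (BugLite, 15 min, RT) read afterwards.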
* = called active by the depositor; i = inactive; ? = inconclusive; nt = not tested or not shown; & = joins results of further samples; [ ] = dose if it differs, or a comment. Unless noted, calls follow the shape of the dose curve; as a rule, active = well fitted curve in the direction sought with a large enough effect; inconclusive = small, poorly fitted or top-dose-only effect, or another doubt; inactive = no such curve, though single readings can be large; an effect the other way counts as inactive or inconclusive.

Molecule	Nrf2 ARE act	CCT chaperon mod	Mm-Cpn inhibitor	Nrf2 inh	HepG2 tox	Abeta rescue	TGFb inhibitor	Akt phos inh	A549 viability
CCCCC(=O)Nc1cc(-c2cn3cccnc3n2)ccc1C	0.3%	nt	nt	nt	-11%	-15%	18%	nt	1%
Fc1ccccc1CSc1ncn[nH]1	4.5%	-1.4	-1%	4%	14%	6%	17%	i	0%
O=C(O)c1ccnc(Cl)c1	0.3%	-0.2	-3%	13%	8%	9%	7%	i	-2%
Cc1cc(C(=O)Oc2ccccc2C(=O)O)c(C)o1	4.7%	-4.3	0%	-19%	-2%	18%	-7%	i	-15%
Cc1cc(C)c2c(=O)cc(C(=O)Nc3ccc(C)c(Cl)c3)oc2c1	-0.5%	nt	nt	2%	11%	-18%	14%	nt	7%
O=C(NCCc1nccs1)C1CCC(=O)N(Cc2cccc(C(F)(F)F)c2)C1 (stereo not given)	0.2%	-2.6	1%	0%	-2%	4%	-5%	i	-14%
O=C(COC(=O)COc1ccccc1)Nc1ccc2c(c1)OCCO2	-0.3%	-0.5	1%	-5%	-1%	?	12%	i	0%
COC(=O)c1cc(CNC(=O)c2ccc(O)c(Cl)c2)ccc1OC	0.0%	-0.2	0%	-8%	1%	13%	-3%	i	6%
O=[N+]([O-])c1ccccc1NCc1c(O)ccc2ccccc12	20%	1.4	1%	5%	-41%	9%	?	i	0%
CN(c1ccc(C(=O)N2CCOCC2)cc1[N+](=O)[O-])C1CCCCC1	0.1%	-2.6	?	2%	1%	-6%	-11%	i	-4%
CCCC(=O)N1CCN(c2ccc(NC(=O)c3ccco3)cc2)CC1	-0.2%	-0.7	-3%	6%	-10%	2%	-10%	i	-9%
O=C(C[n+]1ccccc1)Nc1cc(C(F)(F)F)ccc1Cl	-0.4%	-0.5	1%	-14%	0%	3%	6%	i	-1%
CCc1c(C)c2ccc(OC3CCCCC3=O)cc2oc1=O (stereo not given)	3.7%	-1.0	-1%	3%	-14%	17%	4%	i	-2%
CCc1ccc(CN(C(=O)c2cc(=O)c3ccc(C)cc3o2)C2CCS(=O)(=O)C2)cc1 (stereo not given)	4.1%	nt	nt	17%	-8%	-16%	0%	nt	-23%
CCn1cc(C(=O)NCc2ccc(C)o2)c2cc(OC)c(OC)cc2c1=O	-0.7%	0.3	0%	6%	1%	-12%	7%	i	-7%
CC(C)c1ccc(NC(=O)NCc2ccc(F)cc2)cc1	3.3%	-2.1	1%	8%	-8%	0%	2%	i	-2%
COc1ccc2nc(N3CCN(C(=O)C4CC4)CC3)sc2c1	0.7%	nt	nt	nt	-2%	-20%	?	nt	-1%
CC1=C(C(=O)Nc2ccccc2)C(c2cccc([N+](=O)[O-])c2)Nc2nc3ccccc3n21 (stereo not given)	-0.7%	1.6	-5%	?	8%	10%	-7%	i	-2%
COc1ccc(C2/C=C\CN(C(=O)c3ccc(C)cc3)[C@H](Cc3ccccc3)C(=O)N2Cc2ccc(F)cc2)cc1 (stereo not given in full)	6.0%	-1.2	1%	?	-9%	-13%	?	i	-6%
O=C(CC1SC(=NCCc2ccccc2)N(/N=C/c2cccs2)C1=O)Nc1ccc(Cl)cc1 (stereo not given)	6.0%	-1.4	0%	6%	29%	1%	3%	i	-1%

(listing goes on)
Molecule	Nrf2 ARE act	CCT chaperon mod	Mm-Cpn inhibitor	Nrf2 inh	HepG2 tox	Abeta rescue	TGFb inhibitor	Akt phos inh	A549 viability
CNC(=S)c1cc(C(C)(C)C)c(O)c(C(C)(C)C)c1	0.4%	-0.4	-2%	-8%	-11%	6%	4%	i	15%
O=C(O)Cc1ccc2ocnc2c1	0.0%	-0.4	1%	2%	-1%	-4%	13%	i	-7%
O=C(CNC(=O)c1ccc(F)cc1)N/N=C/c1cccnc1	-1.0%	-3.1	0%	-28%	13%	-9%	28%	i	-2%
COC(=O)C1=C(C)N(Cc2ccco2)C(=O)/C1=C\c1ccc(N(C)C)cc1	0.7%	0.8	-2%	2%	6%	-15%	27%	i	1%
Nc1nc2c(Br)ccc(Br)c2cc1C(=O)NCc1cccc2ccccc12	-1.2%	2.0	nt	nt	nt	-13%	nt	i	nt
Cc1ccc(C)c(S(=O)(=O)Nc2ccc(O)c3ccccc23)c1	17%	-4.6	-4%	0%	-100%	-20%	?	i	-3%
O=C(O)CC/C(=C\c1cccc(NC(=O)c2ccccc2Cl)c1)c1nc2ccccc2s1	-0.1%	-0.8	-13%	-6%	-22%	-6%	-21%	i	-2%
CCc1ccc(-n2nnc(-c3nc(-c4ccc(C)cc4)no3)c2N)cc1	-0.6%	nt	nt	28%	-23%	13%	3%	nt	0%
COc1cccc(C(=O)CC(=O)C(=O)Nc2ccc(C)cc2Cl)c1	0.0%	-2.7	0%	1%	0%	6%	0%	i	-5%
O=C(c1ccc(Cl)cc1)c1cc([N+](=O)[O-])ccc1N1CCOCC1	-0.5%	-5.3	2%	12%	12%	6%	11µM*	i	?
NNC(=O)c1cccc(COc2ccc3c(c2)CCC3)c1	-2.7%	2.1	-3%	?	-7%	7%	-11%	i	14%
Cc1c(Cl)cccc1NC(=O)CSc1nc(=O)n(Cc2ccccn2)c2c1CCC2	-0.3%	nt	nt	nt	-31%	-17%	-23%	nt	0%
Cn1c(C(=O)NCC2CCCO2)cc2c(=O)n3ccccc3nc21 (stereo not given)	5.2%	-2.2	-3%	2%	3%	-8%	6%	i	?
CCCc1cc(=O)[nH]c(SCc2nc3ccccc3o2)n1	12%	-0.3	-18%	0%	-4%	1%	19%	i	-5%
CCOC(=O)N/N=C/c1cc(C)n(-c2cccc3ccccc23)c1C	-0.5%	-3.5	0%	14%	4%	-4%	-17%	i	-5%
Cc1cccc(NS(=O)(=O)c2ccc3c(c2)oc(=O)n3C)c1C	2.8%	0.7	0%	-4%	-6%	0%	31%	i	2%
O=C(Cn1cc(SCc2ccc(C(F)(F)F)cc2)c2ccccc21)N1CCOCC1	5.7%	nt	nt	8%	-35%	?	?	nt	-5%
O=C(c1ccccc1)N1CCN(S(=O)(=O)N2CCCCCC2)CC1	0.0%	2.3	0%	5%	11%	-8%	12%	i	2%
C/C(=N\NC(=O)CNC(=O)c1ccncc1)c1ccc(C)cc1	-0.5%	-4.6	0%	1%	-3%	0%	9%	i	2%
O=C(CSCc1cccc(CSCC(=O)Nc2ccccc2)n1)Nc1ccccc1	0.0%	2.0	1%	-13%	-21%	9%	-25%	i	-11%

Further entries follow.
Molecule	Nrf2 ARE act	CCT chaperon mod	Mm-Cpn inhibitor	Nrf2 inh	HepG2 tox	Abeta rescue	TGFb inhibitor	Akt phos inh	A549 viability
O=C(NCc1ccc2c(c1)CCN2C(=O)c1ccccc1)c1ccc(Br)o1	-1.1%	nt	nt	nt	0%	-3%	33%[activator]	nt	-6%
CC(C)Oc1ccc(C(=O)NC2(C(F)(F)F)NC(=O)N(CCCc3ccccc3)C2=O)cc1 (stereo not given)	4.8%	-1.7	-5%	-23%	-47%	-9%	?	i	-26%
CCc1ccc(CNC(=O)c2c3c(nc4ccccc24)C(=O)N(C2CCCCC2)C3)cc1	2.9%	nt	nt	?	-28%	-11%	?	nt	?
CN(Cc1ccccc1)C(=O)c1[nH]c(C(F)(F)F)nc1-c1ccccc1	-0.9%	1.2	nt	nt	-13%	0%	-10%	i	nt
COc1cccc(C(=O)Nc2ccc(N3CCCC3)cc2)c1	-0.1%	-14	-3%	nt	-80%	-17%	-4%	i	?
COc1cc(NC(=O)c2ccc(-c3ccc(Br)cc3)o2)ccc1NC(=O)C(C)C	-0.6%	-2.1	-2%	nt	2%	-6%	9%	?	-9%
Cc1ccc(S(=O)(=O)N2CCN(C(=O)Cn3cnc4c3c(=O)n(C)c(=O)n4C)CC2)cc1C	0.2%	-0.1	-2%	-16%	1%	0%	0%	i	-1%
O=C1CCN(Cc2cccnc2)CCN1[C@H](CO)Cc1ccccc1	-0.3%	-2.8	-4%	-9%	-43%&54%	-7%	-23%&26%	i	0%
Cc1ccc(CNC(=O)COC(=O)c2cccnc2Cl)cc1	-0.4%	0.0	1%	-1%	-1%	-3%	-4%	i	1%
Cc1csc(=O)n1CC(=O)OCc1nnc(-c2ccc([N+](=O)[O-])cc2)o1	-0.3%	0.9	-1%	13%	0%	?	14%	i	0%
O=S(=O)(N/N=C/c1ccc(Cl)cc1)c1ccc(Cc2ncc(C(F)(F)F)cc2Cl)s1	0.0%	-1.0	-1%	?	-77%	-20%	-29%	i	-16%
COC(=O)c1cc(OC)c(OC)cc1NC(=O)Nc1cccc(C(C)=O)c1	-0.9%	-1.5	0%	16%	-5%	9%	6%	i	0%
COc1cc2c(cc1OC)-c1cc(N3CCc4ccccc43)nc(=O)n1CC2	0.1%	2.5	1%	-2%	-17%	-1%	-1%	i	3%
O=C1CN(C(=O)c2cccc(Br)c2)c2ccccc2N1	-0.3%	-3.0	-2%	?	-14%	-1%	-18%	i	-20%
CC(=O)OC1C(N2CCCCC2)c2c(ccc(/C=C/C(=O)N3CCCCC3)c2O)OC1(C)C (stereo not given)	2.1%	-1.4	1%	-14%	1%	-5%	-7%	i	-3%
c1ccc(CN2CCOCC2)cc1	-0.8%	-1.7	-8%	20%	4%	-5%	-2%	i	17%
